Compound activity as filed in PubChem BioAssay.
ARFGAP1 inhibitor: inhibitors of rat ARFGAP1 GAP activity, primary screen, biochemical, fluorescence polarization, GDP tracer; hit rate 0.26% among 360,000; Arfgap1-stimulated ARF1 GTP hydrolysis, GDP FP detection; inhibition, % at 16.5 µM;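 active = inhibition above a per-plate limit, mean inhibition of low control wells plus 3 SD, cut at about 25% in these data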;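 note: 0% = DMSO wells with enzyme and 100% = wells lacking Arfgap1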
Target sequence (Q62848 1-136 limits assumed): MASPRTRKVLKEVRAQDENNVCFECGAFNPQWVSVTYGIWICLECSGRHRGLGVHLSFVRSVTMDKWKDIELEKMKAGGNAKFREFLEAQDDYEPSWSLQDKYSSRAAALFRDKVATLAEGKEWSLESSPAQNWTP
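Assay system: purified rat His6-Arfgap1 residues 1-136 (GAP domain); Reagent: human Δ17 ARF1 bound to GTP; Dosing: 16.5 µM single point, 1.26% DMSO; Times: GTP hydrolysis reaction 2 h at 25 °C; Signal: FP, GDP Alexa 633 tracer displaced from anti-GDP antibody, 620/688 nm; Measure: % inhibition from polarization.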
ADAM10 inh: human ADAM10 inhibitors, primary screen, biochemical, QFRET, HTS. hit rate 0.62% among 370,000. Disintegrin and metalloproteinase domain-containing protein 10 (Homo sapiens), O14672. inhibition, % at 7 µM. recombinant ADAM10, EDANS/DABCYL FRET peptide cleavage, 3 h;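 active = inhibition above a per-campaign cutoff equal to the mean of compounds falling between control-based bounds plus 3 SD, cut at about 20% in these data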;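 note: 0% = DMSO wells while the 100% control is not disclosed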
TDP2 absorb: human TDP2 enzyme inhibitors, primary screen, biochemical, epi absorbance, recombinant enzyme. hit rate 0.34% among 370,000. inhibition, % at 12.8 µM. AID 720702, 2013. T5PNP hydrolysis, p-nitrophenol absorbance 415 nm;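 active = inhibition above the mean of all tested compounds plus 3 SD, set per campaign, cut at about 25% in these data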;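 note: 0% = DMSO with enzyme and 100% = buffer with substrate but no TDP2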
Target sequence (O95551 whole entry, looked up): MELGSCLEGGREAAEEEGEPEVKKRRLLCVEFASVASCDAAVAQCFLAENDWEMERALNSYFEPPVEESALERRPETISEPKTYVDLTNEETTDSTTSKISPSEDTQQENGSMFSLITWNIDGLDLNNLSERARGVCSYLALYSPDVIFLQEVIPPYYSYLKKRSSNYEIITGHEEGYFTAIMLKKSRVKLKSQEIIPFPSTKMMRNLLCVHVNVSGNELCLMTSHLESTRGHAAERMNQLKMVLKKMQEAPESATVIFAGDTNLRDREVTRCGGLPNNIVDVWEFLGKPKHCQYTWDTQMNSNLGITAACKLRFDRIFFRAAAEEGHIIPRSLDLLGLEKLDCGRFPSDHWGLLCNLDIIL
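System – recombinant human TDP2 · Amount – 120 nM TDP2 per well · Buffer or medium – Mg2+-containing Tris-HCl buffer, pH 7.5 · Reagent – T5PNP substrate, 5 mM · Dosing – 12.8 µM single point, 1% DMSO · Incubation – 2 h at 37 °C · Measured by – epi absorbance · Read-out basis – percent inhibition · Benchmarks – high control without enzyme, low control DMSO plus TDP2 · Repeats – singlicate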
PLCb3 inh: human PLC-beta3 inhibitors, primary screen, biochemical, fluorescence. 1-phosphatidylinositol 4,5-bisphosphate phosphodiesterase beta-3 (Homo sapiens), Q01970. Purified PLC-beta3, fluorogenic substrate. inhibition, % at 12.2 µM. hit rate 0.18% among 370,000; in the data active = inhibition above about 11%;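 note: 0% = median of compound wells on plate and 100% = full blocker control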
SIAE primary: human SIAE inhibitors, primary screen, biochemical, fluorescence polarization, FP-Rh probe, 1536-well HTS; Sialate O-acetylesterase (Homo sapiens), Q9HAT2; SIAE FP-Rh probe binding; inhibition, % at 9.66 µM; hit rate 0.69% among 370,000;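 active = inhibition above a cutoff: mean of compounds within the control limits plus 3 SD of those, cut at about 17% in these data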;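 note: 0% = plate median of compound wells and 100% = probe without SIAE protein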
DDE Tn7 FP inh: inhibitors of Tn7 peptide binding to fibrin DD(E), primary screen, biochemical, fluorescence polarization, human fibrin, Tn7 probe | Fibrinogen beta chain (Homo sapiens), P02675 | hit rate 0.13% among 370,000 | FP displacement of FITC-Tn7 peptide from fibrin DD(E); 0% = median of compound wells per plate | inhibition, % at 8.3 µM;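 active = inhibition above the mean of compounds falling within the control limits plus 3 SD of them, cut at about 14% in these data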;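 note: 0% = plate median of compound wells and 100% = 10 µM Aha-Tn7 peptide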
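System: human fibrin DD(E); quantity: Fibrin-DD(E) at 2 µM final; also added: fluorescent Tn7 probe at 0.1 µM; compound dosing: single nominal test concentration of 8.3 µM per compound; schedule: 10 min preincubation, 3 h with tracer, room temperature; detection: fluorescence polarization of the labelled Tn7 tracer; repeats: one replicate per compound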
ASAP1 GAP inh: inhibitors of human ASAP1 ArfGAP activity, primary screen, biochemical, fluorescence polarization; ASAP1-stimulated ARF1 GTP hydrolysis, GDP FP detection; inhibition, % at 16.5 µM; hit rate 0.19% among 360,000; in the data active = inhibition above about 25%;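 note: 0% = vehicle with enzyme and substrate and 100% = no enzyme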
PLC-gamma1 inh: PLC-gamma1 enzyme inhibitors, primary screen, biochemical, fluorescence, purified enzyme | fluorogenic substrate | inhibition, % at 12.2 µM | 1-phosphatidylinositol 4,5-bisphosphate phosphodiesterase gamma-1 (Homo sapiens), P19174 | hit rate 0.84% among 370,000; in the data active = inhibition above about 9.5%
DDE Tn6 FP inh: inhibitors of Tn6 peptide binding to fibrin DD(E), primary screen, biochemical, fluorescence polarization, human fibrin, Tn6 probe; Fibrinogen beta chain (Homo sapiens), P02675; Fibrin DD(E) TRITC-Tn6 fluorescence polarization displacement; inhibition, % at 8.3 µM; hit rate 0.21% among 370,000;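 active = inhibition above a per-campaign cutoff: mean of compounds within control limits plus 3 SD, cut at about 15% in these data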;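 note: 0% = median of all compound wells on the plate and 100% = blocking peptide control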
ADAM17 inh: ADAM17 inhibitors, primary screen, biochemical, QFRET; Disintegrin and metalloproteinase domain-containing protein 17 (Homo sapiens), P78536; recombinant ADAM17, EDANS/DABCYL FRET peptide cleavage; inhibition, % at 6.95 µM; hit rate 0.83% among 370,000;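 active = inhibition above the mean of compounds lying between control limits plus 3 SD, set per campaign, cut at about 8.5% in these data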;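 note: 0% = DMSO-only wells as the low control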
* marks the source's active call; other numbers are inactive results; x = not tested or not shown.

Start of the listing, in advance, two compounds:
ARFGAP1 inhibitor,ADAM10 inh,TDP2 absorb,PLCb3 inh,SIAE primary,DDE Tn7 FP inh,ASAP1 GAP inh,PLC-gamma1 inh,DDE Tn6 FP inh,ADAM17 inh,Structure
2,-19,-9,1,3,2,-9,4,-2,-2,CCOc1ccc(CN(C)C(=O)c2ccc3c(c2)NC(=O)C(C)S3)cc1OC (stereo not drawn)
-5,-11,15,-11,-3,0,-10,6,0,-2,COc1ccc(Cl)cc1NC(=O)CN(C)C(=O)c1ccc(-n2nc(C)cc2C)cc1

All compounds of this part, previewed entries included:
ARFGAP1 inhibitor,ADAM10 inh,TDP2 absorb,PLCb3 inh,SIAE primary,DDE Tn7 FP inh,ASAP1 GAP inh,PLC-gamma1 inh,DDE Tn6 FP inh,ADAM17 inh,Structure
2,-19,-9,1,3,2,-9,4,-2,-2,CCOc1ccc(CN(C)C(=O)c2ccc3c(c2)NC(=O)C(C)S3)cc1OC (stereo not drawn)
-5,-11,15,-11,-3,0,-10,6,0,-2,COc1ccc(Cl)cc1NC(=O)CN(C)C(=O)c1ccc(-n2nc(C)cc2C)cc1
-14,-4,4,-4,2,1,-10,-1,4,-3,CC(=O)NC1CCN(CC(=O)Nc2cccc([N+](=O)[O-])c2)CC1
8,-8,2,-7,-4,3,1,-6,5,-4,Cc1cc(C(=O)COC(=O)c2ccncc2)c(C)n1CCc1ccc(F)cc1
-7,-6,5,1,-1,-4,0,-2,-2,-2,CC1(C)Cc2nc3sc4c(SCC(=O)NC(c5ccccc5)c5ccccc5)ncnc4c3cc2CO1
-2,-2,-10,1,-6,9,0,-1,7,-1,CCS(=O)(=O)N1CCN(c2ccc(Cl)cc2[N+](=O)[O-])CC1
12,-2,-3,-1,-1,-4,6,4,-1,0,COCCCN1C(=O)c2ccc(C(=O)Nc3cccc(OC)c3)cc2C1=O
6,-9,6,-2,0,6,10,-4,3,-4,CC(C)=CCN1CCN(Cc2ccc(Sc3nncn3C)o2)CC1CCO (stereo not drawn)
-6,-17,17,-41,5,-3,0,-29,8,-6,C=CCc1c(C)nc2c(-c3ccccc3)cnn2c1N1CCOCC1
-3,8,-4,8,-4,-11,-6,6,0,0,Cc1ccc(C)c(S(=O)(=O)N/N=C/c2ccc(N(C)C)cc2)c1
3,8,12,1,2,0,5,3,4,-5,COc1cc([C@H]2OC[C@H]3[C@@H]2CO[C@H]3c2ccc(O)c(OC)c2)ccc1O
6,-1,0,-16,1,-7,0,-41,-8,4,O=C(O)c1ccc(C=NNC(=O)c2ccccc2NS(=O)(=O)c2cccs2)cc1
6,3,-3,2,-6,-1,-14,1,4,-1,O=C(CN(C(=O)CNS(=O)(=O)c1ccccc1)C1CCCC1)NCc1ccco1
10,1,-11,-42,7,-1,11,-43,-2,2,CCN(Cc1ccccc1)c1ccc(/C=N/NC(=O)c2cccc(S(=O)(=O)N3CCOCC3)c2)cc1
3,-51,7,-60,-3,-1,-2,-33,-1,-18,NC(=O)N/N=C/c1ccccc1OC(=O)c1cc2ccccc2oc1=O
-9,5,11,2,-5,-2,2,0,3,2,COc1ccc(N=C2SC(C(=O)Nc3ccc(OC)cc3)CC(=O)N2CCN2CCOCC2)cc1 (stereo not drawn)
3,-13,-9,-28,14,4,1,-23,11,-8,CC1CCC/C(=C\Nc2ccc3c(c2)OCO3)C1=O (stereo not drawn)
16,-1,4,0,-2,1,3,0,4,-3,CC(C)(C)c1nc[nH]c(=O)c1Br
x,-1,10,0,-1,0,x,1,-3,-1,CCCC1CCC2(CCC(=O)N2CCOC)CC1 (stereo not drawn)
-15,-10,1,1,9,-6,-1,0,-2,-2,CCOc1ccccc1C(=O)OCC(=O)NCc1ccc2c(c1)OCO2
11,7,-7,-66,-6,-1,13,-7,-6,3,Cc1cccnc1Nc1nc(-c2ccc(O)c(O)c2)cs1
0,-12,-4,-5,-5,-4,-8,-6,-7,-3,COc1cccc(C(=O)Nc2ccc3c(c2)C(=O)NC3=O)c1
5,-5,9,3,-6,3,-1,-1,3,1,O=C(O)C(c1ccccc1)C1(O)CC2CCC1C2 (stereo not drawn)

Record cards (already shown):
Entry for O=C(O)c1ccc(C=NNC(=O)c2ccccc2NS(=O)(=O)c2cccs2)cc1 : ARFGAP1 inhibitor = 6; ADAM10 inh = -1; TDP2 absorb = 0; PLCb3 inh = -16; SIAE primary = 1; DDE Tn7 FP inh = -7; ASAP1 GAP inh = 0; PLC-gamma1 inh = -41; DDE Tn6 FP inh = -8; ADAM17 inh = 4
Entry for Cc1cccnc1Nc1nc(-c2ccc(O)c(O)c2)cs1 : ARFGAP1 inhibitor = 11; ADAM10 inh = 7; TDP2 absorb = -7; PLCb3 inh = -66; SIAE primary = -6; DDE Tn7 FP inh = -1; ASAP1 GAP inh = 13; PLC-gamma1 inh = -7; DDE Tn6 FP inh = -6; ADAM17 inh = 3
